BH1578 lux ind = induces V. cholerae light production without autoinducers. activation, % at 18.7 µM. actives 0.16% (n = 350,000). V. cholerae BH1578 lux reporter, luminescence, 6 h. AID 588436; in the data active = activation mostly above about 9.7%, no sharp cut-off; also: not every result past the cut was called active; inactives centre near 0; reference of the scale not given here
Rv3671c protease = inhibits the M. tuberculosis serine protease Rv3671c. AID 2606. inhibition, % at 5.96 µM. actives 0.048% (n = 320,000); in the data active = inhibition above about 38%;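 also: extracellular domain of Rv3671c used as enzyme; 0% = enzyme with DMSO and 100% = no enzyme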
Mtb BioA inh = BioA (M. tuberculosis) enzyme inhibition | purified M. tuberculosis BioA enzyme, plate reader | inhibition, % at 9.99 µM | actives 0.096% (n = 360,000) | AID 602481; in the data active = inhibition above about 40%
MazEF act = MazEF (E. coli) toxin RNase activation. actives 0.32% (n = 350,000). activation, % at 20 µM. FAM/BHQ RNA-DNA oligo cleavage fluorescence, 5 h. AID 504720; in the data active = activation above about 50%
VHR inh abs = inhibitors of human VHR1 phosphatase (DUSP3) | recombinant VHR phosphatase, pNPP absorbance | inhibition, % at 13.3 µM | actives 0.52% (n = 290,000); in the data active = inhibition above about 50%; also: some compounds called inactive have numbers as strong as hits
SARS 3CLpro inh = SARS-CoV 3CLpro protease inhibition | P0C6X7 | recombinant SARS-CoV 3CLpro, quenched FRET peptide cleavage | inhibition, % at 6 µM | actives 0.14% (n = 290,000); in the data active = inhibition above about 12%
Mtb FBA inh = inhibitors of M. tuberculosis fructose-bisphosphate aldolase; P9WQA3; purified M. tuberculosis FBA, fluorescence read-out; inhibition, % at 1 µM; actives 2.3% (n = 360,000); in the data active = inhibition above about 27%;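 also: 0% = vehicle and 100% = reference inhibitor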
Target sequence (P9WQA3 whole entry, looked up): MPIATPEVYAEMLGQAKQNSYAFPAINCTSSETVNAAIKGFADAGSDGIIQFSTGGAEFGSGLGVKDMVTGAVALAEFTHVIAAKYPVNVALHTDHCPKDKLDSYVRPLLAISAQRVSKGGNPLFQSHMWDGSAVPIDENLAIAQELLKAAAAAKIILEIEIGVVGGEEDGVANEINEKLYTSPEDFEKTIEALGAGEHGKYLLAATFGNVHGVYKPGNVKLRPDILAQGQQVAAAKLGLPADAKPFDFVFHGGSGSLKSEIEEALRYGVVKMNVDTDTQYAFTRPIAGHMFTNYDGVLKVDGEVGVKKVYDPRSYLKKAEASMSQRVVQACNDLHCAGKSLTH
GDH-TPI inh = GDH-TPI coupled enzyme inhibition counter-screen; inhibition, % at 4.8 µM; AID 588335; actives 1.2% (n = 360,000); GDH-TPI coupled enzyme counterscreen, NADH absorbance; in the data active = inhibition above about 30%;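 also: 0% = DMSO wells and 100% = wells lacking the enzyme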
PriA SSB inh = K. pneumoniae PriA-SSBct interaction inhibition. actives 0.6% (n = 430,000). AlphaScreen SSBct-PriA binding, biotinylated peptide. inhibition, % at 33 µM; in the data active = inhibition mostly above about 37%, no sharp cut-off; inactive = mostly below about 20%;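 also: plate controls were negative control peptide for no effect and reference peptide for full effect; strong numbers were not always called active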
UGM FP inh = Mtb UDP-galactopyranose mutase inhibition; actives 0.06% (n = 320,000); P9WIQ1; inhibition, % at 10 µM; purified UGM, fluorescence polarization probe displacement; in the data active = inhibition above about 10%, passing the limit was not always enough
Target sequence (P9WIQ1 whole entry, looked up): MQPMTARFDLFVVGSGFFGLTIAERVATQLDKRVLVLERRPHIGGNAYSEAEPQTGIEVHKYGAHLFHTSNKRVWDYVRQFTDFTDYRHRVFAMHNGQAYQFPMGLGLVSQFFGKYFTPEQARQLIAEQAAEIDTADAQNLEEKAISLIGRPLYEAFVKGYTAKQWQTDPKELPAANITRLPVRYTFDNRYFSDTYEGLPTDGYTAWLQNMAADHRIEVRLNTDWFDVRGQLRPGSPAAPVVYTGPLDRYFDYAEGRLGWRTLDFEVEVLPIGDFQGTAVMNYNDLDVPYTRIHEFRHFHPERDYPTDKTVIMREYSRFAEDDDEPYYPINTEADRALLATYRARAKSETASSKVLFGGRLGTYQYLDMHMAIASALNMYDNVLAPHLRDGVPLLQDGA
Active calls of the source: *; i = inactive; x = no result given; & = joins results of further samples.

| cpd | Compound | BH1578 lux ind | Rv3671c protease | Mtb BioA inh | MazEF act | VHR inh abs | SARS 3CLpro inh | Mtb FBA inh | GDH-TPI inh | PriA SSB inh | UGM FP inh |
| --- | --- | --- | --- | --- | --- | --- | --- | --- | --- | --- | --- |
| 1 | C#CCOCCOCCOCCNc1nc(N2CCN(C(=O)[C@H](CCC(=O)O)n3cc(C(N)[C@H](C)CC)nn3)CC2)nc(N2CCN(C(=O)[C@H](Cc3cc4ccccc4[nH]3)n3cc(C(N)[C@H](C)CC)nn3)CC2)n1 (some centres undefined) | x | 4 | x | x | 7 | 1 | x | x | x | -0.2 |
| 2 | O=C(Cc1coc2ccc3ccccc3c12)N1CCN(c2ncccn2)CC1 | i | -1 | -0.2 | -4 | 15 | -4 | 2 | 4 | 1 | -0.6 |
| 3 | CCN(CC)C(=O)COc1ccc(-c2ccccc2)cc1 | -0.3 | -5 | 0.5 | 3 | 7 | 3 | 1 | -6 | -25 | -0.4 |
| 4 | COCc1cc(C)n(CC(=O)Nc2ccccc2OC)c(=O)c1C#N | 1.2 | -15 | x | -7 | 32 | 2 | 4 | 2 | -8 | -0.7 |
| 5 | COc1cc(NC(=O)Nc2nc(C(N)CCc3ccccc3)cs2)cc(OC)c1OC (centres undefined) | -0.7 | x | 1.5 | x | x | x | -2 | 3 | x | x |
| 6 | C=CSc1sc(Cl)c(N(CC)CC)c1[N+](=O)[O-] | -0.2 | 2 | x | -2 | 14 | -6 | -1 | -1 | 6 | 0.9 |
| 7 | Cc1ccc2cc3c(N)c4c(C)ccc(C)c4nc3nc2c1 | 1.0 | x | x | 55* | 7 | 1 | -6 | -4 | 9 | x |
| 8 | COC(=O)C1C2CCC(C2)C1C(=O)OCC(=O)c1ccc(C)cc1 (centres undefined) | -3.0 | 5 | -1.2 | -2 | 16 | -3 | -3 | 18 | -17 | -2.1 |
| 9 | CCCC[n+]1ccn(-c2nc3ccccc3nc2[N-]S(=O)(=O)c2cccs2)c1 | i | -4 | 0.3 | 5 | -11 | -2 | 17 | -2 | 0 | 1.1 |
| 10 | N#Cc1ccc(C23CC4(C2)[C@H](CN(Cc2ccc(-c5ccccc5)cc2)[C@@H]4c2ccccc2)C3c2ccc(C(F)(F)F)cc2)cc1 (some centres undefined) | x | -27 | x | -17 | 15 | x | x | x | -2 | -0.8 |
| 11 | O=C(COC(=O)COc1ccc(Cl)cc1Cl)NC1CC1 | i | -5 | -1.6 | -2 | x | x | 1 | 4 | -10 | -2.0 |
| 12 | C=C(C)c1cccc(C(C)(C)NC(=O)Nc2ccc(OC)nc2)c1 | i | -8 | -1.0 | 1 | 7 | 9 | 148* | 1 | 5 | 2.6 |
| 13 | COC(=O)c1sccc1NC(=S)N1CCN(c2ccccc2F)CC1 | -0.3 | -3 | x | 0 | -7 | -2 | 1 | 11 | -12 | 2.0 |
| 14 | Cc1ccc(S(=O)(=O)/N=C(\N)c2ccc(Cl)cc2)cc1 | -0.8 | x | 1.8 | 0 | 17 | 5 | 1 | -3 | x | -3.1 |
| 15 | NS(=O)(=O)c1ccc(NC(=S)NCc2ccccc2Cl)cc1 | 1.3 | 0 | x | 9 | 14 | -3 | 8 | 4 | -7 | 0.9 |
| 16 | COC(=O)c1cc(-c2cccc(OC)c2)n[nH]1 | i | 4 | 0.0 | 4 | 3 | 1 | 1 | 14 | -16 | 1.6 |
| 17 | Clc1ccc(-n2c(SCc3nc4ccccc4[nH]3)nnc2-c2ccncc2)cc1 | i | -11 | -0.6 | -2 | 26 | -1 | 1 | 8 | -12 | 4.4 |
| 18 | O=C(Cc1cc(=O)[nH][nH]1)N/N=C/c1cccc(Cl)c1Cl | 1.5 | -7&-24 | x | 4&1 | 2&36 | 4&5 | 1&-1 | 0&0 | x | -4.4&3.8 |
| 19 | CCOC(=O)CNS(=O)(=O)c1ccc(C)cc1 | -0.6 | 2 | x | 2 | -20 | -1 | 0 | -7 | 10 | -0.3 |
| 20 | Cn1c(=O)c(=O)n(C)c2cc(S(=O)(=O)N3CCCC3C(=O)NCc3cccnc3)ccc21 (centres undefined) | -0.3 | 2 | 1.6 | 18 | 17 | 1 | 2 | 4 | 5 | 1.6 |
| 21 | O=C(c1ccco1)N1CCN=C1SCc1cccc(F)c1 | -0.2 | 3 | -0.2 | -4 | 4 | -2 | 0 | 3 | -9 | 0.3 |
| 22 | O=C(NC(CC(=O)N1CCN(c2ccccc2)CC1)c1ccccc1)c1ccccc1Cl (centres undefined) | i | -4 | x | 4 | 3 | -3 | -1 | -13 | -3 | 3.8 |
| 23 | Cn1c(SCC(=O)NNC(=S)Nc2ccccc2)nnc1-c1ccccc1 | -0.4 | 1 | -0.4 | 2 | 31 | 2 | 1 | 2 | 7 | 1.7 |
| 24 | C/C(=N\NC(=O)c1ccc(CN(C)S(=O)(=O)c2ccc(C)cc2)cc1)c1ccc(OC(F)F)cc1 | -0.1 | 0 | x | -2 | 13 | 2 | -2 | 0 | x | 0.2 |
| 25 | C/C(=N/NC(=S)Nc1ccccc1)c1ccc2c(c1)OCO2 | -0.2 | 8 | x | -6 | -2 | 2 | -4 | 13 | x | -0.4 |
| 26 | Cc1cccc2cc3c(NC(=O)c4ccccn4)nn(C)c3nc12 | i | 1 | 0.3 | 8 | 5 | -2 | 2 | 1 | -17 | 1.1 |
| 27 | O=C(CN1CCN(C(=O)CNC(=O)c2ccc3c(c2)OCO3)CC1)Nc1ccccc1Cl | 2.1 | 4 | 1.4 | 7 | x | x | 2 | 9 | 8 | 1.1 |
| 28 | COC(=O)c1sc(NC(=S)NC(=O)c2ccccc2C)nc1C | -0.3 | -1 | x | 0 | 10 | -2 | 0 | 15 | -9 | 5.5 |

A second format for some results above:
Second line of a record – BH1578 lux ind	Rv3671c protease	Mtb BioA inh	MazEF act	VHR inh abs	SARS 3CLpro inh	Mtb FBA inh	GDH-TPI inh	PriA SSB inh	UGM FP inh
1	C#CCOCCOCCOCCNc1nc(N2CCN(C(=O)[C@H](CCC(=O)O)n3cc(C(N)[C@H](C)CC)nn3)CC2)nc(N2CCN(C(=O)[C@H](Cc3cc4ccccc4[nH]3)n3cc(C(N)[C@H](C)CC)nn3)CC2)n1 (some centres undefined)
 : x	4	x	x	7	1	x	x	x	-0.2
2	O=C(Cc1coc2ccc3ccccc3c12)N1CCN(c2ncccn2)CC1
 : i	-1	-0.2	-4	15	-4	2	4	1	-0.6
3	CCN(CC)C(=O)COc1ccc(-c2ccccc2)cc1
 : -0.3	-5	0.5	3	7	3	1	-6	-25	-0.4
4	COCc1cc(C)n(CC(=O)Nc2ccccc2OC)c(=O)c1C#N
 : 1.2	-15	x	-7	32	2	4	2	-8	-0.7
5	COc1cc(NC(=O)Nc2nc(C(N)CCc3ccccc3)cs2)cc(OC)c1OC (centres undefined)
 : -0.7	x	1.5	x	x	x	-2	3	x	x
6	C=CSc1sc(Cl)c(N(CC)CC)c1[N+](=O)[O-]
 : -0.2	2	x	-2	14	-6	-1	-1	6	0.9
7	Cc1ccc2cc3c(N)c4c(C)ccc(C)c4nc3nc2c1
 : 1.0	x	x	55*	7	1	-6	-4	9	x
8	COC(=O)C1C2CCC(C2)C1C(=O)OCC(=O)c1ccc(C)cc1 (centres undefined)
 : -3.0	5	-1.2	-2	16	-3	-3	18	-17	-2.1
9	CCCC[n+]1ccn(-c2nc3ccccc3nc2[N-]S(=O)(=O)c2cccs2)c1
 : i	-4	0.3	5	-11	-2	17	-2	0	1.1
10	N#Cc1ccc(C23CC4(C2)[C@H](CN(Cc2ccc(-c5ccccc5)cc2)[C@@H]4c2ccccc2)C3c2ccc(C(F)(F)F)cc2)cc1 (some centres undefined)
 : x	-27	x	-17	15	x	x	x	-2	-0.8
11	O=C(COC(=O)COc1ccc(Cl)cc1Cl)NC1CC1
 : i	-5	-1.6	-2	x	x	1	4	-10	-2.0

In another format: two of the compounds above
17. Clc1ccc(-n2c(SCc3nc4ccccc4[nH]3)nnc2-c2ccncc2)cc1
  BH1578 lux ind = i | Rv3671c protease = -11 | Mtb BioA inh = -0.6 | MazEF act = -2 | VHR inh abs = 26 | SARS 3CLpro inh = -1 | Mtb FBA inh = 1 | GDH-TPI inh = 8 | PriA SSB inh = -12 | UGM FP inh = 4.4
18. O=C(Cc1cc(=O)[nH][nH]1)N/N=C/c1cccc(Cl)c1Cl
  BH1578 lux ind = 1.5 | Rv3671c protease = -7&-24 | Mtb BioA inh = x | MazEF act = 4&1 | VHR inh abs = 2&36 | SARS 3CLpro inh = 4&5 | Mtb FBA inh = 1&-1 | GDH-TPI inh = 0&0 | PriA SSB inh = x | UGM FP inh = -4.4&3.8

These rows are one share of the data. The share of hits here may be higher or lower than overall.
